# Mm-Cpn inhibitor – Inhibitors of TCP-1 ring complex (TRiC) of Methanococcus maripaludis (MmCpn): qHTS | Chaperonin Mm-Cpn (Methanococcus maripaludis) | purified Mm-Cpn ATPase, ADP Transcreener TR-FRET | Potency, µM (top dose mostly 76.9 µM), for inactives: at the highest dose activity, negative = inhibition, hits mostly inhibitors | actives 0.031% (n = 330,000) | AID 504842, 2011; further: potency means the concentration at half of the fitted maximal effect; on the % scale 0 is the no-effect control and ±100 the full control effect; nearly all actives have a fitted effect of over 80% in size
#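 ATPase read-out: TR-FRET ADP immunoassay (anti-ADP Eu cryptate vs ADP-d2), ex 320 nm, em 590/665 nm; signal drops as ADP forms. Enzyme 25 nM, ATP 10 uM, 30 min at 37°C after 10 min compound preincubation.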
# Nrf2 inh – Nrf2 qHTS screen for inhibitors; A549 ARE-Fluc reporter, luciferase luminescence, 18-24 h; Potency, µM (highest dose often 46 µM), without a hit: at the top dose activity change, negative = inhibition, actives largely listed as inhibitors; actives 2.1% (n = 360,000); AID 504444, 2011; further: potency means the concentration at half of the fitted maximal effect; on the % scale 0 is the no-effect control and ±100 the full control effect; nearly all actives have a fitted effect of over 60% in size
#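 Nrf2 activity is the BugLite luminescence, read 15 min after reagent at room temperature, following CellTiter-Fluor cytotoxicity readout (30 min, 37C). Compound titrations were applied for 18-24 h to 5000 A549 ARE_Fluc cells/well in 5% FBS OPTI-MEM.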
# pAkt inh – HTS Assay for Inhibitors of Akt Phophorylation: Primary Screen | Neuro2A IGF-stimulated pAkt S473 HTRF, 20 min; stronger effect = lower value | actives 0.32% (n = 360,000) | AID 651550, 2012 | activity change, % for hits at 50 µM; in the data active means activity change below about -80%; inconclusive means mostly about -51% to -80%; further: on the % scale 0 is the no-effect control and ±100 the full control effect
#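 Neuro2A cells (4,500/well, DMEM with 0.5% FBS) were treated with compound at a single 50 µM final concentration, stimulated with 6 nM IGF for 20 min at 37 °C, and lysed. Phospho-Akt Ser473 was read by HTRF as 665/615 ratio ×10^4.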
# CCT chaperon mod – High-Throughput Screening for Modulators of Cytosolic Chaperonin Activity | purified chaperonin ATPase assay, HTRF ADP detection, 30 min | activity change, % (test concentration not listed), hits read low | actives 0.3% (n = 360,000) | AID 651819, 2012; in the data active means activity change below about -30%; further: on the % scale 0 is the no-effect control and ±100 the full control effect
#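 ATPase activity: ADP formed was measured by HTRF Transcreener (665/615 nm ratio) after 30 min at 37 deg C with 10 uM ATP. Compounds screened at one 76 uM concentration against 40 or 20 nM TRiC in Tris pH 7.4/KCl/MgCl2/DTT buffer.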
# Nrf2 activator – qHTS of Nrf2 Activators. AREc32 ARE-luciferase reporter (MCF7-derived line), luminescence, 24 h. Potency, µM (doses to about 46.1 µM), for the others: top-dose activation, actives largely listed as activators. actives 0.31% (n = 410,000); further: potency means the concentration at half of the fitted maximal effect; % of control where 0% means no effect; nearly all actives have a fitted effect of over 65% in size
#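 Quantitative high-throughput format: AREc32 reporter cells, 1000 per well, received compound by pin transfer and were incubated 24 hr at 37 deg C, 5% CO2, before Steady-Glo luminescence detection.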
# EPAC2 antagonist – qHTS for Antagonist of cAMP-regulated guanine nucleotide exchange factor 2 (EPAC2): primary screen; EPAC2 GEF exchange of Rap1B-BODIPY-GDP, fluorescence; Potency, µM (doses to about 114 µM), for inactives: at the top dose activity, negative = inhibition, actives largely listed as inhibitors; actives 0.18% (n = 360,000); further: potency means the concentration at half of the fitted maximal effect; on the % scale 0 is the no-effect control and ±100 the full control effect; nearly all actives have a fitted effect of over 45% in size; many of its hits are not listed in these tables
# Target sequence (Q8WZA2 whole entry, looked up): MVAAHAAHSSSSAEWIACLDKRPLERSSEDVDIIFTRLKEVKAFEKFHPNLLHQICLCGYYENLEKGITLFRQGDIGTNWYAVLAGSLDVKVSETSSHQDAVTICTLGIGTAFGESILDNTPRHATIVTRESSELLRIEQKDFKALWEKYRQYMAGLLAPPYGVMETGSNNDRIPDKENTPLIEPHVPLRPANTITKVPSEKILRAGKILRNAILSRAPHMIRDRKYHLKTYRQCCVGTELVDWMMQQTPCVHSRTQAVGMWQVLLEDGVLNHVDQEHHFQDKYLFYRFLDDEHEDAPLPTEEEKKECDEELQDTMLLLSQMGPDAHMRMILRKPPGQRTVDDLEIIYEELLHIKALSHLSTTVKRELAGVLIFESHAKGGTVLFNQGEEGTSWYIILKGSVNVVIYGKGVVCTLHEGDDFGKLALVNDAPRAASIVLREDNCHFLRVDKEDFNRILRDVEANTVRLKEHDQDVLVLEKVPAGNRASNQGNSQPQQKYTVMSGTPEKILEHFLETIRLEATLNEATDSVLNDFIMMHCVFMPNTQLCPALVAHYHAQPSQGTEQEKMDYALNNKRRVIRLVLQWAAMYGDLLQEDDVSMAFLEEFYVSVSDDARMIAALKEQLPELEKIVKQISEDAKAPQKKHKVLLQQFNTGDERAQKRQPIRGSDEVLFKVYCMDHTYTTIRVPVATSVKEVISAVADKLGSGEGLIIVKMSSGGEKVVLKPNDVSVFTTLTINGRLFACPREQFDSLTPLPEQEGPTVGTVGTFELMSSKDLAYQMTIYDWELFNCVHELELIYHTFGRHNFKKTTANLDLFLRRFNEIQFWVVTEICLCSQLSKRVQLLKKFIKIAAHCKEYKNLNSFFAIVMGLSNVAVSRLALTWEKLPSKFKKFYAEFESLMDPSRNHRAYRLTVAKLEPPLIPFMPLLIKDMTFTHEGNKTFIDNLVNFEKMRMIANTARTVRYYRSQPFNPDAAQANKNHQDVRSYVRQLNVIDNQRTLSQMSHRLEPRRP
# TGFb SMAD3 inh – qHTS for Inhibitors of TGF-b. actives 1.2% (n = 410,000). Potency, µM (series often up to 46.1 µM), inactives show at the top dose activity, negative = inhibition, most hits filed as inhibitors. HepG2 CAGA-GFP TGF-b/SMAD3 reporter, GFP fluorescence, 18 h; TGF-beta stimulated, 500 pg/mL final; further: potency means the concentration at half of the fitted maximal effect; on the % scale 0 is the no-effect control and ±100 the full control effect; nearly all actives have a fitted effect of over 65% in size
#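 Using HEPG2 CAGA-GFP reporter cells at 1000 cells/well, we pinned test compounds, stimulated with recombinant TGF-beta (500 pg/mL final) and measured total well GFP after 18 h.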
# A549 viability – Nrf2 qHTS screen for inhibitors: counterscreen for cytotoxicity | A549 ARE-Fluc cells, CellTiter-Fluor viability, 18-24 h | actives 0.16% (n = 390,000) | Potency, µM (series often up to 46 µM), inactives show top-dose activity change, negative = cytotoxicity, usual class: inhibitors; further: potency means the concentration at half of the fitted maximal effect; on the % scale 0 is the no-effect control and ±100 the full control effect
#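 A549 ARE_Fluc cells in 5% FBS OPTI-MEM were exposed to compounds in concentration-response for 18-24 h at 37 deg C. Viability was read by CellTiter-Fluor fluorescence (Ex 405/Em 525) after 30 min, before the luciferase read.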
# EPAC2 ag – qHTS for Agonist of cAMP-regulated guanine nucleotide exchange factor 4 (EPAC2): primary screen; EPAC2 activation, biochemical qHTS; response scale: 100% = 6.5 mM cAMP response; AID 720711, 2013; Potency, µM (doses to about 154 µM), for inactives: at the highest dose activation, most hits filed as activators; actives 0.079% (n = 360,000); further: potency means the concentration at half of the fitted maximal effect; nearly all actives have a fitted effect of over 50% in size
#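 Readout is BODIPY fluorescence (480 nm excitation, 540 nm emission), which falls as labeled GDP is exchanged off Rap1B. EPAC2 at 100 nM acted on 250 nM RAP1B-BODIPY-GDP with 50 uM GDP present.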
# * = called active by the depositor; i = inactive; ? = inconclusive; nt = not tested or not shown; [ ] = dose if it differs, or a comment. Unless noted, the call rests on the fitted dose curve; in most records, active means well fitted curve in the direction sought with a large enough effect; inconclusive means small, poorly fitted or top-dose-only effect, or another doubt; inactive means no such curve, though single readings can be large; an effect the other way counts as inactive or inconclusive. Some of the compounds tested, so the mix of outcomes need not match the whole.
# Every second line gives: Mm-Cpn inhibitor | Nrf2 inh | pAkt inh | CCT chaperon mod | Nrf2 activator | EPAC2 antagonist | TGFb SMAD3 inh | A549 viability | EPAC2 ag
- CC1(C)CC(=O)c2sc(NC(=O)C3COc4ccccc4O3)nc2C1 (stereo not given)
  0% | ? | i | -1.5 | 0.6% | -11% | 4% | -1% | 14%
- Cc1ccc(CCNC(=O)c2cc3sccc3n2Cc2ccc(F)cc2)cc1
  nt | -25% | nt | nt | -0.6% | nt | -4% | 4% | nt
- Cc1oc2c(CN3CCOCC3)c(O)ccc2c(=O)c1-c1ccccc1
  -3% | 9% | i | -9.1 | 0.4% | 2% | 8% | -6% | 3%
- C=CCC1NS(=O)(=O)OC2CCCCC12 (stereo not given)
  1% | 2% | i | -0.1 | 0.2% | 6% | 5% | 3% | 7%
- O=C(Cn1cc(C(F)(F)F)ccc1=O)Nc1ccc2c(c1)OCCO2
  1% | -6% | i | 2.9 | -0.4% | -8% | 0% | 2% | 2%
- Cc1noc2ncnc(Sc3ccccc3Cl)c12
  0% | -8% | i | 1.2 | -0.3% | 1% | ? | -6% | 1%
- CCOC(=O)C1=NNC(C(=O)OCC)C1C(=O)OCC (stereo not given)
  nt | -1% | i | -0.7 | -0.6% | 20% | -5% | 3% | 7%
- COc1ccccc1NC(=O)c1ccc(NS(=O)(=O)c2ccc(F)c(F)c2F)cc1
  3% | ? | i | 0.2 | -0.3% | 0% | ? | -7% | -12%
- Cc1cc(C(=O)NC2CCC(O)CC2)c(C)o1 (stereo not given)
  2% | 3% | i | 1.3 | 0.5% | 1% | ? | -2% | -3%
- Nc1nnnn1/N=C/c1cc(Cl)cc(Cl)c1O
  -5% | 7% | i | -0.2 | 1.9% | 20% | 26% | ? | 17%
- O=C(Cn1c(-c2cscn2)nc2ccccc21)Nc1ccc2ccccc2c1
  -1% | ? | i | -1.8 | 0.4% | -2% | -8% | ? | 2%
- COc1cccc(C2CC(=O)N3CN(c4cccc(Cl)c4C)CSC3=C2C#N)c1OC (stereo not given)
  0% | 0% | i | 0.0 | -0.8% | -14% | -9% | 2% | 3%
- COc1cccc(-c2c(-c3cc(OC)cc(OC)c3)n(C)c3ccc(-c4ccc5[nH]ccc5c4)cc23)c1
  -16% | -23% | i | -1.4 | -3.0% | 3% | -6% | 6% | 4%
- C=CCc1cc(OC)ccc1OCCN1CC(C)OC(C)C1 (stereo not given)
  -3% | -7% | i | -0.8 | -1.1% | 6% | 10% | 0% | 6%
- CCCc1nc2ccc(C)cn2c1Cc1ccc(C)cc1
  nt | nt | i | -1.4 | 6.1% | -11% | ? | nt | 3%
- COc1cccc(OC)c1C(=O)NC(=S)Nc1ccc2c(c1)C(=O)N(C)C2=O
  -3% | 4% | i | 0.4 | -0.3%[9.22 µM] | 19% | -2% | -5% | 14%
- CCn1cc(C(=O)NCCOC)c(=O)c2ccc(C)nc21
  1% | 3% | i | -0.6 | 0.2% | -3% | -1% | -8% | -11%
- O=C(Nc1ccc(F)cc1)Nc1ccc(Cl)cn1
  2% | -20% | i | -2.0 | -0.1% | 7% | -9% | 1% | 10%
- COc1cccc(NC(=S)N(CCCN2CCOCC2)C(C)c2cc3ccccc3o2)c1 (stereo not given)
  2% | 5% | i | 1.1 | 0.9% | -6% | -19% | 18% | 10%
- Cc1ccc(C)c(S(=O)(=O)N/N=C/c2cccnc2)c1
  0% | 5% | i | -0.3 | -0.8% | -1% | 11% | 4% | 5%
- Cc1ccccc1CNC(=O)c1cc2ccccc2o1
  nt | 7% | i | -0.3 | 1.7% | -23% | 15% | 0% | -2%
- Cc1ccccc1N1CC(C(=O)Nc2ccc3c(c2)OCO3)CC1=O (stereo not given)
  0% | 7% | i | 1.3 | 4.3% | 1% | 0% | 2% | 6%
- Cc1ccc(-c2cc(-c3ccco3)c3c(N)c(C(=O)NN)oc3n2)cc1
  0% | 8.2µM* | i | -0.5 | 5.4% | -3% | 8% | -19% | 1%
- Cc1ccc(C(O)(C(=O)NNS(=O)(=O)c2ccc(C)cc2)c2ccc(C)cc2)cc1
  1% | -5% | i | -1.1 | 5.1% | -13% | -25% | 0% | 5%
- CC(C)(C)NC(=O)c1cccc(NC(=O)Cc2cccs2)c1
  -6% | -1% | i | 2.7 | -0.5% | 17% | ? | 11% | 6%
- COc1ccc(N2CCN(C(=O)c3ccccc3NS(=O)(=O)c3ccc(C)cc3)CC2)cc1
  0% | -11% | i | 1.0 | -0.3% | 5% | ? | -4% | 15%
- COc1cc(CN2CCNC(=O)C2CC(=O)NC2CCCCC2)cc(OC)c1 (stereo not given)
  1% | -10% | i | 2.1 | 0.0% | -2% | ? | -3% | 15%
- COC(=O)C1=C(N)Oc2cc(C)[nH]c(=O)c2C1c1ccc(Cl)cc1 (stereo not given)
  1% | 12% | i | -0.9 | -0.7% | -5% | 5% | -4% | 0%
- NS(=O)(=O)c1ccc(CCNC(=O)c2ccncc2)cc1
  2% | -12% | i | -3.3 | -0.4% | 3% | 10% | 1% | 9%
- OCC1OC(n2cnc3ncccc32)C(O)C1O (stereo not given)
  nt | nt | i | -2.8 | -1.5% | 12% | ? | nt | 2%
- CCN(CC)C(=O)C(=O)N/N=C/c1ccc(F)cc1
  -7% | 1% | i | 1.3 | 0.5% | -6% | 0% | -4% | 3%
- CC(C)CCN1CCN(Cc2coc3ccccc3c2=O)CC1CCO (stereo not given)
  1% | 7% | i | -6.5 | 3.9% | 21% | 0% | 3% | 3%
- Cc1ccc(NC(=S)NC(=O)c2ccc(Br)o2)c(C)c1
  0% | ? | i | 0.1 | 1.9% | 2% | 0% | -4% | 1%
- COc1ccccc1-n1c(C)nc2cc(C(=O)NCCN3CCOCC3)ccc21
  2% | 7% | i | -0.2 | -1.2% | -1%[57.1 µM] | 1% | ? | 13%
- CCN(CC)C(=O)CN(C#N)c1nc(Cl)nc(N(C)C)n1
  -5% | -15% | i | -0.9 | ? | 4% | 0% | -2% | 6%
- CCOc1ccccc1CN1CCN(Cc2ccc(C)o2)C(CCO)C1 (stereo not given)
  2% | 5% | i | -7.2 | -0.8% | 6% | ? | -13% | 5%
- CCn1cc(C(=O)N2CCN(c3cc(Cl)ccc3C)CC2)c(=O)c2cc(S(=O)(=O)N3CCOCC3)ccc21
  nt | 21µM* | nt | nt | -0.7% | nt | ? | -12% | nt
- CCn1cc(C(=O)N2CC(C)CC(C)C2)c(=O)c2cc(S(=O)(=O)N3CCOCC3)ccc21 (stereo not given)
  1% | 10% | i | -3.6 | 0.3% | -3% | -7% | 11% | 1%
- O=C(O)c1ccc(CNC(=O)C2CCN(S(=O)(=O)c3ccc4c(c3)OCCO4)CC2)cc1
  nt | nt | i | 0.9 | 0.3% | 1% | 4% | nt | 10%
- CC1Cc2ccccc2N1C(=O)COC(=O)c1ccc(Br)o1 (stereo not given)
  1% | -15% | i | -7.1 | -0.6% | -9% | -3% | 0% | 2%
- Cn1c(=O)oc2cc(S(=O)(=O)N3CCCC(C(=O)NC4CCCc5ccccc54)C3)ccc21 (stereo not given)
  2% | -4% | i | -2.1 | -0.9% | 22% | 0.56µM* | 0% | -5%
- CC(C)CC(C(=O)Nc1oc(-c2ccccc2)c(-c2ccccc2)c1C#N)N1C(=O)c2ccccc2C1=O (stereo not given)
  -1% | ? | i | 3.2 | -0.5% | 9% | ? | ? | 0%
- O=C1c2ccccc2C(c2nnnn2Cc2ccccc2)N1CCc1c[nH]c2ccccc12 (stereo not given)
  nt | nt | i | -3.9 | 0.6% | 75µM* | nt | nt | 10%
- Cn1nnc2c(NCc3ccco3)nccc21
  1% | 16% | i | -0.5 | 2.5% | 12% | 2% | -2% | 0%
- CCN(C(=O)c1coc(=O)c2ccccc12)c1ccccc1C
  nt | -8%[9.27 µM] | nt | nt | -0.4% | nt | -4% | -18% | nt
- O=C(Nc1cccc(F)c1)c1c(O)c2ccccc2[nH]c1=O
  0% | ? | i | 0.4 | ? | 11% | 4% | 1% | 7%
- CC(NCc1ccccc1)C1COc2ccccc2O1 (stereo not given)
  1% | nt | i | -1.7 | 2.4% | 3% | 8% | -2% | 10%
- C=CCNC(=O)c1onc(CSc2ccc(F)cc2)c1C(=O)NCC=C
  -1% | -7% | i | -2.7 | 0.8% | -19% | 1% | 1% | 3%

# 4 structures out of the list, sorted by molar mass, rising.
# Every second line gives: Mm-Cpn inhibitor | Nrf2 inh | pAkt inh | CCT chaperon mod | Nrf2 activator | EPAC2 antagonist | TGFb SMAD3 inh | A549 viability | EPAC2 ag
- Cn1nnc2c(NCc3ccco3)nccc21
  1% | 16% | i | -0.5 | 2.5% | 12% | 2% | -2% | 0%
- CC(C)CCN1CCN(Cc2coc3ccccc3c2=O)CC1CCO (stereo not given)
  1% | 7% | i | -6.5 | 3.9% | 21% | 0% | 3% | 3%
- CC1Cc2ccccc2N1C(=O)COC(=O)c1ccc(Br)o1 (stereo not given)
  1% | -15% | i | -7.1 | -0.6% | -9% | -3% | 0% | 2%
- Cn1c(=O)oc2cc(S(=O)(=O)N3CCCC(C(=O)NC4CCCc5ccccc54)C3)ccc21 (stereo not given)
  2% | -4% | i | -2.1 | -0.9% | 22% | 0.56µM* | 0% | -5%
